# From PubChem
# Salmonella PhoP GFP: Inhibition of PhoP regulon, Salmonella typhi GFP reporter cells, confirmation, 4 h (AID 1850). Salmonella Typhi PhoP-promoter GFP reporter, fluorescence, 4 h; higher % means a stronger effect. inhibition, % at 50 µM; hits with a dose series show IC50 in µM. 310,000 tested, 0.33% active; in the data active = a potency from the dose series; inconclusive = inhibition mostly from about 25% at the one dose, without a potency; inactive = the rest, 99 in 100 with inhibition below about 19%;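 also: 0% = induced wells with vehicle and 100% = uninduced wells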
# H1N1 NS1A inhibition: H1N1 influenza NS1A inhibitors, functional cell based assay (AID 504329) | inhibition, % at 12.5 µM, or IC50 in µM where a hit was titrated | NS1A functional cell-based assay, percent inhibition; higher % means a stronger effect | 340,000 tested, 0.3% active; in the data active = a potency from the dose series; inconclusive = inhibition above about 27% without an active follow-up result; also: strong numbers were not always called active
# VEEV TC-83 Vero: inhibitors of VEEV TC-83 cytopathic effect, confirmation, Vero cells (AID 588727) | inhibition, % at 20 µM, or IC50 in µM where a hit was titrated | Vero cells, VEEV TC-83 cytopathic effect inhibition; higher % means a stronger effect | 350,000 tested, 0.13% active; in the data active = a potency from the dose series; inconclusive = inhibition mostly from about 14% at the one dose, without a potency; inactive = the rest, 99 in 100 with inhibition below about 12%; also: strong numbers were not always called active
# M. tuberculosis: growth inhibition of non-replicating M. tuberculosis (AID 488890); Mycobacterium tuberculosis non-replicating, growth inhibition; higher % means a stronger effect; one-dose inhibition, % at 25 µM; IC50 in µM for titrated hits; 320,000 tested, 0.39% active; in the data active = a potency from the dose series; inconclusive = inhibition mostly from about 82% at the one dose, without a potency; inactive = the rest, 99 in 100 with inhibition below about 76%;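 also: plate controls were DMSO cells for no effect and high antibiotic wells for full effect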
# H37Rv inhibition: M. tuberculosis growth inhibition, HTS (AID 449762); M. tuberculosis H37Rv growth inhibition, 7H9 media; higher % means a stronger effect; one-dose inhibition, % at 25 µM; IC50 in µM for titrated hits; 330,000 tested, 0.59% active; in the data active = a potency from the dose series; inconclusive = inhibition above about 70% without an active follow-up result;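 also: bacterial growth assessed after seven days of incubation; strong numbers were not always called active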
# VEEV TC-83 Vero 10K pilot screen: recorded beside VEEV TC-83 Vero, whose call it bears; inhibition, %; measured here: 10K pilot screen inhibition
# * marks the source's active call; other numbers are inactive results; i = inactive; ? = inconclusive; . = not tested or not shown. This is a random part of the collection (roughly 1.5% active in at least one column).
SMILES,Salmonella PhoP GFP,H1N1 NS1A inhibition,VEEV TC-83 Vero,M. tuberculosis,H37Rv inhibition,others
CCc1nnc(NS(=O)(=O)c2ccc(N/C=C/C(=O)c3ccc(C)cc3)cc2)s1,7%,-1%,2.6%,?,2%,
Cn1nc(C(=O)Nc2nc3ccccc3[nH]2)c2ccccc2c1=O,1%,-4%,9.8%,29%,-4%,
Cc1n[nH]c(C)c1Sc1ccccc1N=Cc1cc(Cl)cc([N+](=O)[O-])c1O,-34%,11%,i,-2%,-5%,
CC(=O)C1CCC2C3CCC4CC(O)CCC4(C)C3C(=O)CC12C (centres undefined),.,4%,2.4%,.,.,
COc1ccc(NC(=O)CSc2n[nH]c(C(C)C)n2)c([N+](=O)[O-])c1,4%,4%,i,-1%,2%,
Cc1cc2cc3c(C)cc(=O)oc3c(C)c2o1,2%,-6%,2.0%,0%,4%,
O=C(NC1CCCC1)c1ccccc1OCc1ccccc1,-27%,-4%,1.0%,63%,15%,
CCCCOc1ccccc1P(=O)(O)CP(=O)(c1ccccc1)c1ccccc1,3%,0%,i,-3%,-7%,
Cc1nn(C)c(C)c1CN(C)C(=O)c1cnn2c1NC(c1ccccc1)CC2C(F)(F)F (centres undefined),-5%,1%,i,18%,-10%,
O=[N+]([O-])c1ccccc1CNCCCCO,1%,-4%,0.6%,-4%,-5%,
CC(CC(=O)Nc1ccc2c(c1)OCCO2)c1ccccc1 (centres undefined),-6%,11%,3.2%,3%,-7%,
Cc1cc(OC(=O)N(C)C)n(-c2ccccc2)n1,11%,-13%,i,-1%,7%,
COC(=O)Nc1ccc(NC(C)=O)cc1,6%,5%,1.0%,-6%,-11%,
CCOC(=O)N1CCN(C(=O)C2CCN(S(=O)(=O)c3cc(Cl)ccc3Cl)CC2)CC1,-14%,-4%,2.7%,17%,12%,
CCCNC(=O)Nc1cc(C)on1,-3%,-11%,0.3%,-17%,-5%,
CCN(CC)S(=O)(=O)c1ccc(Cl)c(NC(=O)CSc2nnc(-c3cccs3)o2)c1,-10%,16%,0.9%,26%,-2%,
On1c(-c2ccco2)nc2c1CCc1nonc1-2,4%,4%,2.2%,4%,-4%,
COc1ccc(-n2nc(C(=O)Nc3ccc4c(c3)OCO4)c3ccccc3c2=O)cc1,0%,-1%,0.9%,0%,-4%,
O=c1cc(-c2ccc(O)cc2)oc2cc(O)c(C3OC(CO)C(O)C(O)C3O)c(O)c12 (centres undefined),7%,3%,0.2%,1%,-15%,
CCN1C(=O)[C@H]2[C@H]3CN=C(SCc4ccc(C(=O)OC)cc4)N3[C@@](CC)(C(=O)OC)[C@H]2C1=O,.,5%,0.3%,.,.,

# Next part, starting with the last 6 of the part before.
SMILES,Salmonella PhoP GFP,H1N1 NS1A inhibition,VEEV TC-83 Vero,M. tuberculosis,H37Rv inhibition,others
CCCNC(=O)Nc1cc(C)on1,-3%,-11%,0.3%,-17%,-5%,
CCN(CC)S(=O)(=O)c1ccc(Cl)c(NC(=O)CSc2nnc(-c3cccs3)o2)c1,-10%,16%,0.9%,26%,-2%,
On1c(-c2ccco2)nc2c1CCc1nonc1-2,4%,4%,2.2%,4%,-4%,
COc1ccc(-n2nc(C(=O)Nc3ccc4c(c3)OCO4)c3ccccc3c2=O)cc1,0%,-1%,0.9%,0%,-4%,
O=c1cc(-c2ccc(O)cc2)oc2cc(O)c(C3OC(CO)C(O)C(O)C3O)c(O)c12 (centres undefined),7%,3%,0.2%,1%,-15%,
CCN1C(=O)[C@H]2[C@H]3CN=C(SCc4ccc(C(=O)OC)cc4)N3[C@@](CC)(C(=O)OC)[C@H]2C1=O,.,5%,0.3%,.,.,
CS(=O)(=O)N(CC(=O)N1CCCC1)Cc1ccc(Cl)c(Cl)c1,-4%,-7%,0.1%,8%,5%,
CCOC(=O)C1=C(COC(=O)c2ccco2)NC(=O)NC1CC (centres undefined),.,0%,3.9%,-15%,2%,
COC(=O)c1ccc(N2CCOCC2)c(F)c1,-1%,9%,0.6%,-2%,-6%,
O=C(N/N=C/c1c(F)cccc1Cl)C1CC1,-5%,-15%,0.4%,-3%,2%,
CC1=CC(C)(C)N(S(=O)(=O)c2ccc(F)cc2)c2ccccc21,-2%,-5%,i,39%,0%,
COc1cccc(OC)c1C(=O)Nc1ccc(N2CCN(S(C)(=O)=O)CC2)cc1,25%,8%,5.0%,-29%,3%,
CC(CNC(=S)Nc1cc(F)cc(F)c1)CSc1ccc(Cl)cc1 (centres undefined),5%,9%,i,?,10%,
C[C@H](CO)N1C[C@H](C)[C@@H](CN(C)S(=O)(=O)c2ccc(F)cc2)Oc2c(NC(=O)c3ccncc3)cccc2C1=O,.,1%,0.2%,.,.,
Cc1cc(C(=O)Nc2ccccc2C(=O)O)ccc1NC(=O)COc1ccccc1Cl,-12%,-8%,3.2%,39%,3%,
Cc1ccccc1NS(=O)(=O)c1ccc(C(=O)N(C)CC(=O)Nc2ccccc2Br)cc1,.,-3%,6.2%,76%,-15%,
N#Cc1cccc(NC(=O)c2nc(-c3ccccc3)n(-c3ccccc3)n2)c1,3%,-42%,5.4%,53%,37%,
O=C(Cc1csc(Nc2nc(=S)[nH]c3ccccc23)n1)NCCCN1CCN(c2ccccc2F)CC1,5%,-1%,?,?,?,
CC(OC(=O)c1ccc(-n2cnnn2)cc1)C(=O)Nc1ccccc1F (centres undefined),.,-10%,0.5%,1%,-8%,
CN(C)CCCNC(=O)/C=C/c1ccc(OCc2c(F)cccc2Cl)cc1,1%,-4%,23µM*,34%,-2%,
COc1cccc(/C=C/C(=O)Nc2ccccc2N2CCOCC2)c1,11%,2%,8.7%,22%,-4%,
CCN1/C(=C/c2ccc3cc(C)ccc3[n+]2CC)Sc2ccccc21,-87%,21%,0.3%,?,1.4µM*,
CC(/C=N/n1c(COc2ccccc2)n[nH]c1=S)=C\c1ccco1,1%,0%,0.7%,-1%,-1%,
O=C(Cc1ncc(C(F)(F)F)cc1Cl)NC1CC1,0%,-2%,0.8%,-3%,-1%,
O=[N+]([O-])c1ccc(C(=S)N2CCN(Cc3ccccc3)CC2)cc1,1%,6%,6.4%,-1%,7%,
COCc1ccc(C(=O)NC2CCCc3c2cnn3-c2cc(C)cc(C)c2)s1 (centres undefined),.,-2%,5.7%,.,.,
CCOC(=O)C1CCN(C(=O)Cn2cc(C(=O)OC)c3ccccc32)CC1,0%,-4%,i,8%,-4%,
Cc1cc(C)c(S(=O)(=O)n2ccc3ccccc32)c(C)c1,-6%,0%,i,10%,0%,
O=C(COC(=O)/C=C/c1ccc(Cl)cc1)NC1CCCCCC1,.,-10%,i,34%,4%,
O=C(COC(=O)c1ccc(Cl)nc1)Nc1ccc2c(c1)OCO2,-2%,0%,0.2%,45%,-3%,
Cc1ccc2[nH]c3c(c2c1)CCCC3NCCO (centres undefined),3%,8%,i,i,3%,
COC(=O)CSc1nnc(CSc2nc(C)cc(C)n2)o1,-4%,-6%,0.9%,74%,6%,VEEV TC-83 Vero 10K pilot screen=0.4
CC(NS(=O)(=O)c1ccc(OCC(=O)Nc2cccc([N+](=O)[O-])c2)cc1)c1ccccc1 (centres undefined),3%,-3%,1.0%,0%,-11%,
CN1C(=O)Cc2cc(S(=O)(=O)NCc3cccs3)ccc21,-1%,-2%,2.2%,13%,-3%,
Cc1ccccc1NC1=NCC(C)S1 (centres undefined),-4%,-17%,2.2%,16%,6%,
COc1ccc2sc(-c3ccc(N(C)C)cc3)c(-c3cnc(OC)nc3)c2c1,.,7%,0.9%,7%,0%,
O=c1[nH]c(C2CCCN(S(=O)(=O)c3ccc(F)cc3)C2)nc2c1nnn2Cc1ccccc1 (centres undefined),-7%,1%,i,-7%,-3%,
COc1ccccc1C(=O)Nc1ccc(OCC(=O)N2CCCCC2C)cc1 (centres undefined),.,1%,2.9%,-15%,8%,
NS(=O)(=O)c1ccc(CCNC2CC(=O)N(Cc3ccccc3)C2=O)cc1 (centres undefined),-3%,-18%,1.8%,5%,-4%,
COc1ccc(NC(=O)c2ccc(S(=O)(=O)N(C)C)cc2)cc1,5%,-2%,1.3%,4%,-4%,
O=C(NCC1CCCO1)C1CC(c2ccccc2Cl)=NO1 (centres undefined),1%,-2%,2.8%,8%,8%,
CC1CCCC(NC(=O)COC(=O)Cc2ccccc2)C1C (centres undefined),3%,-1%,i,18%,-16%,
CCC(OCC(O)CN1CCCCC1)c1ccccc1 (centres undefined),2%,-6%,i,3%,-12%,
COc1ccc(CN2C(=NC(=O)c3ccccc3)SC3CS(=O)(=O)CC32)cc1OC (centres undefined),-4%,0%,0.8%,7%,1%,
CC(C)CC(CO)N1CCN(C(=O)c2ccc(Cl)cc2)CCC1=O (centres undefined),-34%,-7%,i,-4%,-2%,VEEV TC-83 Vero 10K pilot screen=0.2
O=C(N/N=C/c1cccn1-c1ccc([N+](=O)[O-])cc1)c1cccnc1,17%,1%,47%,-11%,3%,
Cc1onc(-c2ccccc2Cl)c1C(=O)Nc1cnn(Cc2ccccc2)c1,8%,-1%,0.3%,.,-1%,
CC(Sc1ccccc1)C(=O)N1CCN(S(=O)(=O)c2ccc(Cl)cc2)CC1 (centres undefined),13%,10%,2.6%,13%,5%,
CN1C(=O)NC(=O)C1c1ccccc1 (centres undefined),.,-20%,1.5%,.,.,
C=CCn1c(SCC(=O)Nc2nc(C)cs2)nnc1C(NC(=O)c1ccccc1)C(C)C (centres undefined),13%,1%,2.6%,34%,-13%,
Cc1ccc(CNC(=O)CS(=O)(=O)c2cn(CC(=O)N3CCOCC3)c3ccccc23)cc1,-4%,-2%,0.4%,-5%,-13%,
COc1ccc(S(=O)(=O)N2CCCCC2)cc1NC(=O)CCC(=O)N1CCC(c2ccccc2)=N1,.,-3%,0.8%,.,.,
O=C(COC(=O)c1c(Cl)cccc1Cl)Nc1ccccc1Br,1%,2%,0.5%,16%,12%,
COc1cc(/C=N\NC(=O)c2c(C)nc3cc(C)ccn23)ccc1O,-2%,-5%,0.4%,-16%,-4%,
NC(=O)CN1CCOCCN(CC(N)=O)CCOCC1,15%,.,.,31%,-7%,
NS(=O)(=O)c1ccc(NC(=O)CSc2ccccn2)cc1,0%,21%,1.6%,-6%,-7%,
COc1ccc(NC(=S)N2CCC(C(=O)c3ccc(C)cc3)CC2)c(OC)c1,5%,5%,2.3%,20%,3%,
COc1ccc(/C=N/OCC(=O)N2CC3(C)CC2CC(C)(C)C3)cc1OC (centres undefined),14%,-4%,i,11%,3%,
O=C(O)c1cccc(S(=O)(=O)Nc2ccccc2Cc2ccccc2)c1,4%,-1%,1.4%,1%,-1%,
Cc1ccc(S(=O)(=O)N/N=C\c2ccc3c(c2)OCO3)c(C)c1,-11%,-9%,0.3%,-3%,-1%,
COc1cccc(C(=O)NNC(=O)c2ccc(NS(=O)(=O)c3cccs3)cc2)c1OC,7%,-1%,8.3%,31%,35%,
CCOC(=O)c1cnc(SCC(=O)c2ccc3c(c2)OCCO3)nc1N,4%,-3%,i,30%,0%,
CCOc1ccc(C2C(=O)N(C3CCCCC3)CC(=O)N2CC2CCCO2)cc1OC (centres undefined),8%,-11%,i,0%,2%,
Cc1ccc(C(C)n2cc(C(=O)NCCN3CCN(C)CC3)nn2)cc1 (centres undefined),-10%,-3%,i,5%,-8%,
CCN(CC)CCNC(=O)c1ccc(NC(=O)c2ccc(Cl)c(S(=O)(=O)N3CCCCCC3)c2)cc1,-1%,2%,6.8%,52%,14%,
CCC1=NN(C(=O)c2ccccc2Br)C(O)(c2ccc(Br)cc2)C1 (centres undefined),6%,-5%,1.9%,?,-5%,

# The list goes on.
SMILES,Salmonella PhoP GFP,H1N1 NS1A inhibition,VEEV TC-83 Vero,M. tuberculosis,H37Rv inhibition,others
O=C1NC(=O)N(c2ccc3c(c2)OCO3)C(=O)/C1=C/c1cccs1,-7%,2%,0.1%,16%,-7%,
O=C(COC(=O)c1ccco1)NCCNC(=O)COC(=O)c1ccco1,3%,-11%,i,4%,-2%,
CC12CCC(=O)N1C(C(=O)NCCc1ccc(S(N)(=O)=O)cc1)CS2 (centres undefined),-8%,17%,1.4%,-5%,-3%,
COC(=O)c1c(-c2ccc(C)cc2)csc1N,15%,10%,4.2%,65%,8%,
CC(=O)C(Cc1ccccc1)NC(=O)COC(=O)c1ccc(-n2cnnn2)cc1 (centres undefined),.,4%,4.7%,10%,5%,
CCOC(=O)c1ccccc1NC(=O)COC(=O)CCC(=O)N1CCOCC1,13%,-21%,i,23%,5%,
